High-throughput results from PubChem.
Dengue-2 NS5 capping = Dengue-2 NS5 methyltransferase inhibitors, primary screen, biochemical, confirmation dose response (AID 588689) | Dengue-2 NS5 methyltransferase capping enzyme assay, biochemical; higher % means a stronger effect | inhibition, % at 25 µM, or IC50 in µM where a hit was titrated | 0.3% of 340,000 active; in the data active means a potency from the dose series
MgcRacGAP inhibition = MgcRacGAP GTPase-activating activity inhibitors, confirmation, biochemical, ADP Hunter fluorescence; 0.6% of 340,000 active; one-dose inhibition, % at 30 µM; IC50 in µM for titrated hits; MgcRacGAP-stimulated Rac1 GTP hydrolysis, ADP Hunter fluorescence; higher % means a stronger effect; GST-tagged Rac1 F28L mutant substrate;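 active means first-screen hits whose inhibition reached a set limit at any dose in the follow-up dose series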;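 further: fluorescence reports GDP produced by GAP-driven GTP hydrolysis; strong numbers were not always called active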
Dengue-2 NS5 capping pilot replicate = second read-out of Dengue-2 NS5 capping, no call of its own (marks repeat the call); inhibition, %; measured here: pilot screen replicate inhibition
Starred values were filed as active, the others as inactive.

SMILES	Dengue-2 NS5 capping	MgcRacGAP inhibition	others
CCc1ncc(C(O)c2ccc(Cl)cc2)n1Cc1ccccc1 (stereo not drawn)	0%	7%
O=c1cc(CCc2ccccc2)oc2cccc(O)c12	-4%	-3%
O=C(CCNC(=O)c1ccccc1Cl)Nc1ccc(S(=O)(=O)Nc2nccs2)cc1	-3%	3%
COc1ccc(NC(=O)N(C)C[C@H]2Oc3ccc(NC(=O)C4CC4)cc3CC(=O)N([C@@H](C)CO)C[C@@H]2C)cc1	-2%	4%	Dengue-2 NS5 capping pilot replicate=1.2
O=C(CSc1cccc(C(F)(F)F)c1)Nc1ccc(N2CCOCC2)cc1	-5%	2%
CC1(C)CCC(=O)N2CC[C@H]3c4cc5ccccc5nc4C[C@@H]1[C@H]32	-5%	4%
COc1ccc(CN2C(=O)C(CC(=O)NCCc3ccccn3)CC(C(=O)N(C(C)C)C(C)C)=C2C)cc1 (stereo not drawn)	-3%	13%
COc1ccccc1NC(=O)COC(=O)c1ccc(N2CCCC2=O)cc1	-8%	4%
O=C(COC(=O)CNC(=O)c1ccccc1)NCCCc1ccccc1	1%	-1%
CC(Sc1nnc(-c2ccco2)n1N)C(=O)NCc1ccc2c(c1)OCO2 (stereo not drawn)	4%	0%
CCOC(=O)c1ccccc1NC(=O)COC(=O)c1ccc(OCC(=O)N2CCOCC2)c(OCC)c1	-2%	5%
CCOc1ccccc1N=C1SCC(C)N1C(=O)C1CCN(c2ncnc3sc(C)c(C)c23)CC1 (stereo not drawn)	-2%	9%

Next section (two carried over from the part before).
SMILES	Dengue-2 NS5 capping	MgcRacGAP inhibition	others
CCOC(=O)c1ccccc1NC(=O)COC(=O)c1ccc(OCC(=O)N2CCOCC2)c(OCC)c1	-2%	5%
CCOc1ccccc1N=C1SCC(C)N1C(=O)C1CCN(c2ncnc3sc(C)c(C)c23)CC1 (stereo not drawn)	-2%	9%
COc1ccc(NS(=O)(=O)c2cccc(C(=O)N3CCN(C/C=C/c4ccccc4)CC3)c2)cc1	6%	20%
CCN1C(=O)[C@H]2[C@H]3CN=C(SCc4ccc(C)cc4)N3[C@@](CC)(C(=O)OC)[C@H]2C1=O	-1%	1%	Dengue-2 NS5 capping pilot replicate=-0.6
O=C(CSc1nnc2ccccn12)NC(=O)c1cccc([N+](=O)[O-])c1	-3%	5%
CCCCN1C(=O)C(CC(=O)NC(c2ccccc2)c2ccccc2)CC(C(=O)N(C(C)C)C(C)C)=C1C (stereo not drawn)	-3%	11%
COCCN(C(=O)c1ccco1)c1nc(-c2ccc(OC)cc2)cs1	2%	6%
O=C(Nc1ccc(N2CCOCC2)cc1)c1ccc2ncsc2c1	0%	8%
COC(=O)c1cc2c(n(-c3ccccc3)c1=O)CCCC2=O	1%	7%	Dengue-2 NS5 capping pilot replicate=5.2
O=C(CCNC(=O)c1ccc(Cl)cc1)NNC(=O)c1ccc(F)cc1	-7%	6%
Nc1nc(SCC(=O)Nc2cccc(F)c2)n[nH]1	1%	4%
C=CC[C@@H](CC(=O)NCCO)C(=O)N[C@@H](COC(=O)[C@@H](CC=C)Cc1ccc(F)cc1)Cc1c[nH]c2ccccc12	-5%	6%
Cc1ccc(S(=O)(=O)N2C[C@@H]3[C@H]4CC[C@H](C4)[C@@H]3[C@@H](C)[C@H]2C#N)cc1	-4%	5%	Dengue-2 NS5 capping pilot replicate=1.5
Cn1nc(C(=O)NNC(=O)Cc2ccc(S(=O)(=O)N3CCOCC3)s2)c2ccccc2c1=O	4%	7%

5 records drawn at random from the list so far:
SMILES	Dengue-2 NS5 capping	MgcRacGAP inhibition	others
O=C(CSc1nnc2ccccn12)NC(=O)c1cccc([N+](=O)[O-])c1	-3%	5%
O=C(Nc1ccc(N2CCOCC2)cc1)c1ccc2ncsc2c1	0%	8%
C=CC[C@@H](CC(=O)NCCO)C(=O)N[C@@H](COC(=O)[C@@H](CC=C)Cc1ccc(F)cc1)Cc1c[nH]c2ccccc12	-5%	6%
CCN1C(=O)[C@H]2[C@H]3CN=C(SCc4ccc(C)cc4)N3[C@@](CC)(C(=O)OC)[C@H]2C1=O	-1%	1%	Dengue-2 NS5 capping pilot replicate=-0.6
COc1ccc(NS(=O)(=O)c2cccc(C(=O)N3CCN(C/C=C/c4ccccc4)CC3)c2)cc1	6%	20%

Next part.
SMILES	Dengue-2 NS5 capping	MgcRacGAP inhibition	others
C[C@H]1CN([C@@H](C)CO)C(=O)Cc2cc(NC(=O)Cc3ccccc3)ccc2O[C@H]1CN(C)C(=O)Nc1cccc2ccccc12	-12%	1%
CCCCOc1ccc(C(=O)OCC(=O)N2CCCCCC2)cc1	0%	-4%
C#CCOCC1CNC(=S)O1 (stereo not drawn)	-9%	10%
CC1CCCC(C)N1S(=O)(=O)c1ccc(NC(=O)CCN2C(=O)C3CC=CCC3C2=O)cc1 (stereo not drawn)	1%	8%
C[C@H](CO)N1C[C@H](C)[C@@H](CN(C)S(=O)(=O)c2cccs2)Oc2ccc(NS(=O)(=O)c3ccc(F)cc3)cc2C1=O	-4%	7%
CN(C)c1ccc(C=C2C=CC=C2)cc1	-22%	25%
CCn1c(SCC(=O)NCCc2ccc(OC)c(OC)c2)nc2c([nH]c3ccccc32)c1=O	-4%	11%
Cc1nc(NCc2ccco2)c2cn[nH]c2n1	5%	6%
O=S(=O)(SC1=NCCN1)c1ccccc1	4%	-6%
O=C(COC(=O)c1cc(=O)[nH]c(=O)[nH]1)Nc1cccc(Cl)c1	-1%	8%
Cc1noc(C)c1S(=O)(=O)N(C)C[C@H]1Oc2ccc(NC(=O)Cn3cnnn3)cc2C(=O)N([C@H](C)CO)C[C@@H]1C	-6%	3%
COc1ccc(-c2coc3cc(O[C@@H]4O[C@H](CO)[C@@H](O)[C@H](O)[C@H]4O)ccc3c2=O)cc1	-1%	7%
Cn1c(N)c(C(=O)COC(=O)c2cc3ccccc3cc2O)c(=O)n(C)c1=O	15%	1%
O=C(OCc1cn([C@@H]2C[C@H](c3ccccc3)N(Cc3cccs3)C[C@H]2O)nn1)c1ccccc1	-4%	14%
Cc1ccc(NC(=O)COC(=O)C2(CC(=O)NC(C)(C)C)CCCC2)cc1C	6%	1%
C1CCC(NC2=NCCO2)CC1	-1%	9%
Cc1ccc(CNC(=O)CN2C(=O)NC3(CCCC3)C2=O)cc1	-5%	5%
Cc1cccc(OCCC(=O)OCC(=O)N2c3ccccc3NC(=O)C2(C)C)c1	1%	1%
Cn1c(N)c(C(=O)COC(=O)/C=C/c2ccc(F)cc2)c(=O)n(C)c1=O	-6%	2%
Cc1ccc(C(=O)N2CCN(C/C=C/c3ccccc3)CC2)cc1S(=O)(=O)N1CCOCC1	4%	4%
CCCCN1C(=N)N([C@@H](CCC)CN2CCC[C@H]2CN2C(N)=NC[C@@H]2Cc2ccccc2)C[C@H]1Cc1ccccc1	2%	6%
CNC(=O)C[C@H]1C(=O)N(c2ccccc2)C[C@@H]1Cc1ccccc1	-3%	14%
C[C@H]1COC(=O)[C@H](CC(=O)OC(C)(C)C)C/C=C\C[C@@H](CC(=O)N(CCO)Cc2ccccc2)C(=O)N1	4%	7%
CN(C)CCN[C@H]1CCC2C3CC=C4C[C@@H](O)CC[C@]4(C)C3CC[C@@]21C (stereo partly drawn)	8%	-2%

Grouped by structure: the entries above with an aryl methoxy group
SMILES	Dengue-2 NS5 capping	MgcRacGAP inhibition	others
COc1ccc(NC(=O)N(C)C[C@H]2Oc3ccc(NC(=O)C4CC4)cc3CC(=O)N([C@@H](C)CO)C[C@@H]2C)cc1	-2%	4%	Dengue-2 NS5 capping pilot replicate=1.2
COc1ccc(CN2C(=O)C(CC(=O)NCCc3ccccn3)CC(C(=O)N(C(C)C)C(C)C)=C2C)cc1 (stereo not drawn)	-3%	13%
COc1ccccc1NC(=O)COC(=O)c1ccc(N2CCCC2=O)cc1	-8%	4%
COc1ccc(NS(=O)(=O)c2cccc(C(=O)N3CCN(C/C=C/c4ccccc4)CC3)c2)cc1	6%	20%
COCCN(C(=O)c1ccco1)c1nc(-c2ccc(OC)cc2)cs1	2%	6%
CCn1c(SCC(=O)NCCc2ccc(OC)c(OC)c2)nc2c([nH]c3ccccc32)c1=O	-4%	11%
COc1ccc(-c2coc3cc(O[C@@H]4O[C@H](CO)[C@@H](O)[C@H](O)[C@H]4O)ccc3c2=O)cc1	-1%	7%

Additional entries:
SMILES	Dengue-2 NS5 capping	MgcRacGAP inhibition	others
O=S(=O)(NC1CCc2ccccc21)c1ccccc1 (stereo not drawn)	-3%	2%
C1CCN2C[C@@H]3C[C@@H](CN4CCCC[C@@H]34)[C@H]2C1	6%	1%
C[C@@H]1CN([C@@H](C)CO)C(=O)CCCn2nncc2CO[C@H]1CN(C)S(=O)(=O)c1ccc(Oc2ccccc2)nc1	-6%	12%
C[C@H](CO)N1C[C@H](C)[C@@H](CN(C)C(=O)NC2CCCCC2)Oc2c(NS(=O)(=O)c3cn(C)cn3)cccc2C1=O	0%	6%
CCOC(=O)[C@@H]1[C@H]2COc3ccccc3[C@@H]2N2C(=O)N(c3cccc(F)c3)C(=O)[C@@]12C	-5%	5%
O=C(C[C@@H]1C/C=C/CCCC(=O)O[C@H](c2ccccc2)CNC1=O)NCCO	9%	7%
O=C(OCN1C(=O)c2ccccc2C1=O)c1cc(S(=O)(=O)N2CCOCC2)ccc1F	-12%	7%
CCN(c1ccccc1)S(=O)(=O)c1ccc(N2CCN(c3ccc(O)cc3)CC2)nc1	3%	41µM*
COc1ccc(OCc2nnc(SCC(=O)Nc3oc(C)c4c(C)n[nH]c(=O)c34)n2C)cc1	-3%	13%
CC1CCCCC12NC(=O)N(CC(=O)OCc1c(F)cccc1Cl)C2=O (stereo not drawn)	9%	6%
Cc1ccc(S(=O)(=O)N2C[C@H]3C(=O)C[C@@H](c4ccccc4)N(S(=O)(=O)c4ccc(C)cc4)[C@H]3C[C@H]2c2ccccc2)cc1	4%	12%
Cc1ccc(S(=O)(=O)NCCC(=O)N2CCN(c3ccccc3)CC2)cc1C	-5%	-2%
COc1ccc(OC)c(N(CCN2C(=O)c3ccccc3C2=O)C(=O)C2CCC(=O)C2C)c1 (stereo not drawn)	-7%	11%
CC(CCc1ccccn1)(CCc1ccccn1)C(=O)c1ccccc1	10%	1%
COc1cc(NC(=O)C2CC(c3ccccc3O)=NO2)cc(OC)c1OC (stereo not drawn)	3%	4%
COc1ccc(CCNC(=O)COC(=O)CCC(=O)c2cccs2)cc1OC	7%	3%
CCOc1ccc(S(=O)(=O)N2CCN(CCNS(=O)(=O)c3ccc(C)cc3)CC2)cc1	2%	4%
CN(CCc1ccccc1)C(=O)c1ccc(NC(=O)Cc2ccc(NC(=O)C3CCN(C(=O)c4ccccc4)CC3)cc2)cc1	-6%	14%	Dengue-2 NS5 capping pilot replicate=-4.0
CCN(CC)c1ccc(C(=C2C=CC(=[N+](CC)CC)C=C2)c2ccc(S(=O)(=O)O)cc2S(=O)(=O)[O-])cc1	1%	25%
CCOCCOc1cc(NCc2ccccc2)c2ncn(C(C)C)c2c1	5%	24%
COc1ccc([C@@H]2[C@@H](C)N(c3ccccc3)c3ccccc3C(=O)N2Cc2ccccc2)cc1	1%	13%
CCOC(=O)CN(C(=O)c1snc(C(N)=O)c1N)C(C(=O)NCCC(C)C)c1ccc(C)cc1 (stereo not drawn)	-4%	6%
COC(=O)C1(C(=O)OC)C(C(=O)c2ccccc2)C1c1ccccc1 (stereo not drawn)	6%	1%
Cc1cccc(S(=O)C(c2ccccc2)c2ccccc2)c1 (stereo not drawn)	3%	16%
C[C@H]1CN([C@@H](C)CO)C(=O)c2cc(-c3ccccc3F)cnc2O[C@H]1CN(C)C(=O)C1CCOCC1	-2%	10%
Nc1ncnc2c1ncn2[C@@H]1O[C@H](CNC(=O)[C@@H]2CCCN2S(=O)(=O)c2ccc(F)cc2)[C@@H](O)[C@H]1O	-1%	1%	Dengue-2 NS5 capping pilot replicate=2.8
COc1ccccc1N(C(C)=O)C1=C(Cl)C(=O)c2ccccc2C1=O	9.2µM*	16%
CC[C@@H]1C=C(C(=O)O)[C@H](c2ccc(C)cc2)N1S(=O)(=O)c1ccc(C)cc1	1%	10%	Dengue-2 NS5 capping pilot replicate=-7.0
O=C1[C@H]2[C@@H](c3ccccc3)N[C@]3(CCCN(Cc4ccccc4)C3=O)[C@H]2C(=O)N1Cc1ccccc1	1%	5%
O=C(Cn1ncc2ccccc2c1=O)Nc1cccc(C(F)(F)F)c1	2%	12%
COc1ccc(Cl)cc1NC(=O)CN(C)CC(=O)Nc1cccc(S(=O)(=O)N2CCCC2)c1	1%	6%
CC1(C(=O)Nc2ccc(S(=O)(=O)Nc3ncccn3)cc2)CCCC1	-6%	2%
Cc1ccc(NC(=O)COC(=O)c2ccco2)cc1S(=O)(=O)N1CCOCC1	2%	-1%
Nc1ncnc2c1ncn2[C@@H]1O[C@H](CNCc2cn(CC(=O)NC3CC3)c3ccccc23)[C@@H](O)[C@H]1O	-2%	8%	Dengue-2 NS5 capping pilot replicate=-4.2
CCOC(=O)n1cnc2nc(N)nc(SC)c21	9%	3%
COc1cc(/C=C/CNC[C@H]2O[C@@H](n3cc(C)c(=O)[nH]c3=O)C[C@@H]2O)ccc1O	-3%	2%
O=C(Nc1ccccc1)c1cc2ccccc2s1	-9%	1%
COc1cc(C(=O)NCCC(=O)NCc2cccs2)cc(OC)c1OC	8%	5%
COc1ccc([C@H]2N[C@]3(CCCN(Cc4ccc(C)cc4)C3=O)[C@H]3C(=O)N(Cc4ccccc4)C(=O)[C@@H]23)cc1	1%	4%
COC(=O)[C@@]1(Cc2ccccc2)[C@H]2C(=O)N(C)C(=O)[C@H]2[C@H]2CN=C(SC)N21	-2%	4%	Dengue-2 NS5 capping pilot replicate=3.0
Cc1nc(SCC(=O)N2CCNC2=O)c2ccccc2n1	2%	-1%
COc1ccc(C(=O)c2ccc3oc(-c4ccc(OC)cc4)c(-c4ccc(O)cc4)c3c2)cc1	-6%	1%
O=C1/C(=C/c2ccccc2)CCc2ccc(Cl)nc21	-20%	9%

Not all compounds are listed; rates above refer to the full screens.
